High-throughput results from PubChem BioAssay.
NPC1 promoter act: activators of NPC1 promoter; Huh7 NPC1 promoter luciferase reporter, 24 h; Potency, µM (doses to about 9.22 µM), without a hit: at the highest dose activation, actives largely listed as activators; 320,000 compounds, 2.4% hits; AID 485313;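 note: potency is the fitted concentration of half-maximal effect; % of control where 0% means no effect; nearly all actives have a fitted effect of over 60% in size; reporter is driven by a mutant NPC1 promoter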
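Luciferase expression driven by the NPC1 promoter was measured in stably transfected Huh7 cells after a 24 h compound incubation, using a luciferase reagent and a luminescence read.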
FLuc counter: inhibits or activates purified firefly luciferase, miR-21 counter-screen | P08659 | purified FLuc, Km substrates, luminescence inhibition | Potency, µM (top dose mostly 57.5 µM), inactives show at the top dose activity change, negative = inhibition, most hits filed as inhibitors | 360,000 compounds, 6.9% hits | AID 588342;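 note: potency is the fitted concentration of half-maximal effect; plate controls were vehicle for no effect and reference inhibitor for full effect; nearly all actives have a fitted effect of over 55% in size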
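Purified P. pyralis luciferase (10nM final) with 10uM D-luciferin and 10uM ATP (Km levels) in 50mM Tris acetate pH 7.5, 10mM Mg acetate, 0.01% Tween-20, 0.05% BSA; qHTS 6-point titration, ~60 µM downward; luminescence read.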
Rab9 prom act: activates the Rab9 promoter | Huh7 Rab9 promoter-luciferase reporter, luminescence, 24 h | Potency, µM (series often up to 9.22 µM), inactives show top-dose activation, negative = inhibition, most hits filed as activators | 320,000 compounds, 2.8% hits; note: potency is the fitted concentration of half-maximal effect; % of control where 0% means no effect; nearly all actives have a fitted effect of over 60% in size
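Huh7 cells stably carrying a Rab9 promoter-luciferase reporter, 1500 cells per well in OP-MEM I with 10% FBS, treated with compound 24 hours at 37C. Luciferase activity read by luminescence after 10 minutes with Amplite reagent.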
VP16 counter: Gal4-VP16 reporter inhibition counter-screen; 310,000 compounds, 3.5% hits; Potency, µM (titrated, usually from 53.6 µM), without a hit: at the highest dose activity, negative = inhibition, hits mostly inhibitors; Drosophila S2 Gal4-VP16 UAS-luciferase, luminescence, 20 h; AID 2546;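 note: Gal4-VP16 expression switched on by copper sulfate through the metallothionein promoter; potency is the fitted concentration of half-maximal effect; % is set by controls: 0 for no effect and ±100 for the full control effect; nearly all actives have a fitted effect of over 50% in size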
ELG1 genotoxic: genotoxicity induction in ELG1-luciferase HEK293T cells; 330,000 compounds, 1.3% hits; HEK293T ELG1-luciferase reporter, luminescence, 16 h; AID 504466; Potency, µM (series often up to 46 µM), inactives show at the top dose activity change, positive = activation, usual class: activators; note: potency is the fitted concentration of half-maximal effect; % of control where 0% means no effect; nearly all actives have a fitted effect of over 60% in size
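Screening used a luciferase reporter fused to human ELG1 in HEK293T cells. Luminescence was read on a CCD plate imager after 16 hr exposure and 30 min ONE-Glo incubation.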
FBPA coupling cs: counter-screen for Giardia aldolase inhibitors: coupling enzyme system; coupling enzyme system counterscreen, AmpLite Red fluorescence; activity change, negative = inhibition, % at 58.2 µM, hits read low; 290,000 compounds, 0.67% hits; AID 2472; in the data active = activity change below about -30%; note: % is set by controls: 0 for no effect and ±100 for the full control effect
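Counterscreen lacking aldolase: glyceraldehyde-3-phosphate coupling-enzyme reagent preincubated 10 min at RT with compound (at 57.5 uM final), then substrate/coupling system with AmpLite Red added; fluorescence read at 525/598 nm after 20 min RT.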
Giardia kill: kills Giardia lamblia; 340,000 compounds, 0.15% hits; AID 540267; Giardia lamblia trophozoite viability; activity change, % at 7.66 µM, hits read low; in the data active = activity change below about -80%; inconclusive = between about -30% and that limit;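 note: parasites exposed to compound for two days anaerobically before the ATP read; % is set by controls: 0 for no effect and ±100 for the full control effect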
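Luminescent ATP signal served as the viability read-out, measured 15-30 min after adding ATP detection reagent to trophozoites that had been incubated with compounds for 48 hrs at 37 deg C anaerobically at 100 cells/well.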
RORgamma inh: inhibitors of mouse ROR gamma transcriptional activity. P51450. Drosophila S2 Gal4-RORgamma UAS-luciferase reporter, 20 h. Potency, µM (titrated, usually from 53.6 µM), for the others: top-dose activity change, negative = inhibition, most hits filed as inhibitors. 310,000 compounds, 5.4% hits; note: potency is the fitted concentration of half-maximal effect; % is set by controls: 0 for no effect and ±100 for the full control effect; nearly all actives have a fitted effect of over 60% in size
Target sequence (P51450 whole entry, looked up, the tested form may be a part): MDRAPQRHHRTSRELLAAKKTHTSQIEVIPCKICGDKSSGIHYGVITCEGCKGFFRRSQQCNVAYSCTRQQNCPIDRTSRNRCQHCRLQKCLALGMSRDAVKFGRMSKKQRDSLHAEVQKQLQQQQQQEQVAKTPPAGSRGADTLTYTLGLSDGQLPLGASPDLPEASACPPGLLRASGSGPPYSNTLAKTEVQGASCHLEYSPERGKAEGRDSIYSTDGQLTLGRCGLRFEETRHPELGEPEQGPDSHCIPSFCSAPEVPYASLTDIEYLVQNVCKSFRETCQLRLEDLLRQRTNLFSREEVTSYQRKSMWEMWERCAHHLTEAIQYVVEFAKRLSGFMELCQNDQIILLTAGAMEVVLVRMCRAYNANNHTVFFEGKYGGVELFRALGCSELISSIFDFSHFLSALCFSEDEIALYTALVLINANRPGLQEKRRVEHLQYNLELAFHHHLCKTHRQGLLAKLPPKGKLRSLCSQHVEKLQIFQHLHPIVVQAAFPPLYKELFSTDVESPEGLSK
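Stably transfected Drosophila Schneider cells are the test system, with ROR gamma fused to Gal4 and luciferase under UAS control; luminescence is read after 20 hr of 700 uM copper sulfate induction at ambient temperature.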
KCNH2 3.1 inh: blocks the human KCNH2 3.1 channel isoform; U2OS KCNH2 3.1, thallium flux FluxOr; stronger effect = lower value; activity change, % (tested at about 1.8 µM); 340,000 compounds, 0.95% hits;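 active = maximum activity change below -70%; inconclusive = maximum activity change from -70% to -50%; inactive = maximum activity change above -50%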;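 note: thallium influx rate constant from kinetic fluorescence after stimulation buffer; % is set by controls: 0 for no effect and ±100 for the full control effect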
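Thallium flux via FluxOr fluorescence (Red40 quencher, 45 min loading) in U2OS cells virally expressing the KCNH2 3.1 isoform (1.77 x 10^8 /mL virus, overnight at 37 C). Rate constants from 2-min kinetic reads post-stimulation, normalised to positive and negative controls.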
Tb PFK inh: blocks T. brucei phosphofructokinase; O15648; T. brucei PFK, ADP-Glo luminescence; Potency, µM (titrated, usually from 57.5 µM), for inactives: top-dose activity, negative = inhibition, most hits filed as inhibitors; 330,000 compounds, 0.17% hits; AID 485367;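 note: potency is the fitted concentration of half-maximal effect; 0% = uninhibited 1x PFK enzyme wells and -100% = no-enzyme wells; nearly all actives have a fitted effect of over 60% in size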
Target sequence (O15648 whole entry, looked up): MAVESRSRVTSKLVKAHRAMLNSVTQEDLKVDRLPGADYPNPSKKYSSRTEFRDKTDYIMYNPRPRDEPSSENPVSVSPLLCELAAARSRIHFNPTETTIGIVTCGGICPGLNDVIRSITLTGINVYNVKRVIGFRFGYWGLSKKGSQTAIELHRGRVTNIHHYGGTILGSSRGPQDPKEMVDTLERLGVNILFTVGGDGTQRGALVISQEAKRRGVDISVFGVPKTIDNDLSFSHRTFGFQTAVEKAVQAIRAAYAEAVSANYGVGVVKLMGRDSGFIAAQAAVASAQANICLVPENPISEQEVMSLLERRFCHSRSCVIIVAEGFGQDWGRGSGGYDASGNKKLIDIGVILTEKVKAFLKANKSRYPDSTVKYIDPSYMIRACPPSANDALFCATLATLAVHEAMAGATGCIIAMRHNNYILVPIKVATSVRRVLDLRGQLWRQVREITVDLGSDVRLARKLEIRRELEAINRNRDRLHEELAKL
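In TEA buffer at pH 8.0 with 5 mM MgCl2, enzyme (1.25 nM) converted F6P (0.5 mM) and ATP (0.1 mM) for 45 min at room temperature. ADP product was read by luciferase luminescence.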
uPA generation: inhibitors of cell surface uPA generation | cell surface uPA generation assay, qHTS | Potency, µM (top dose mostly 38.3 µM), for inactives: top-dose activity change, negative = inhibition, actives largely listed as inhibitors | 330,000 compounds, 0.31% hits | AID 540303; active = well fitted inhibition curve with a large enough effect; inconclusive = small, poorly fitted or top-dose-only effect; inactive = no such curve, though single readings can be large or run the other way; tested in mouse RAW 264.7 cells; note: potency is the fitted concentration of half-maximal effect; % is set by controls: 0 for no effect and ±100 for the full control effect; nearly all actives have a fitted effect of over 55% in size
* marks the source's active call; other numbers are inactive results; ? = inconclusive; . = no result given; & = joins results of further samples; [ ] = remark or other dose. Unless noted, calls come from the whole dose curve; as a rule, active = well fitted curve in the direction sought with a large enough effect; inconclusive = small, poorly fitted or top-dose-only effect, or another doubt; inactive = no such curve, though single readings can be large; an effect the other way counts as inactive or inconclusive.

SMILES | NPC1 promoter act | FLuc counter | Rab9 prom act | VP16 counter | ELG1 genotoxic | FBPA coupling cs | Giardia kill | RORgamma inh | KCNH2 3.1 inh | Tb PFK inh | uPA generation
O=C(Cn1ccn(-c2ccc(F)c(Cl)c2)c(=O)c1=O)NCCc1ccccc1 | 6% | 2% | -8% | . | 1% | . | -4 | . | -5 | -2% | -2%
COCCNC(=O)c1ccc2c(=O)n(CCCN3CCCC3=O)c(=S)[nH]c2c1 | -1% | -4% | -3% | -3%[10 µM] | -2% | 2 | -2 | -4% | 2 | -4% | -2%
CCc1cc(C(=O)NC2CCCN(Cc3ccccc3F)C2)n(C)n1 (centres undefined) | -18% | 7% | -28% | ? | -2% | -4 | -7 | ? | -4 | 0% | -25%
Cc1ccc(-c2cc(C(=O)NN3CCOCC3)c3cc(Br)ccc3n2)o1 | -4% | ? | -5% | -16% | -6% | -3 | 1 | -42% | 1 | -2% | 0%
CC(C)[C@@H](NC(=O)C1CCN(C(=O)[C@@H]2CCCN2C(=O)OC(C)(C)C)CC1)C(=O)NCc1ccc(F)cc1 | -1% | 6% | -1% | 1% | 1% | 1 | 5 | ? | -6 | -2% | 4%
Cc1ccc(CNC(=O)CCCOc2cc(=O)n(C)c3ccccc23)o1 | -10% | -2% | 0% | ? | ? | 0 | -3 | -23% | -3 | -12% | -6%
CC(C)CCN1CC(C(=O)NC(C)C)CC1=O (centres undefined) | 0% | 1% | -4% | ? | 2% | 3 | 4 | 1% | -13 | 16% | 3%
O=C(CSc1nnc(-c2ccncc2)n1Cc1ccco1)Nc1nccs1 | -6% | 0% | -2% | -3% | 1% | -4 | -19 | 38% | -10 | 0% | 3%
O=[N+]([O-])c1cccc(S(=O)(=O)c2ccc(NCCO)c([N+](=O)[O-])c2)c1 | -2% | 1% | -2% | 4% | -4% | 0 | -17 | 12% | 20 | -2% | -7%
Nc1ncnc(Nc2ccc(F)cc2)n1 | -5% | -6% | 1% | 7% | -1% | 2 | -2 | 18% | -6 | -1% | -19%
CSc1ccccc1NC(=O)CN(c1ccccc1)S(=O)(=O)N(C)C | -4% | 6% | -9% | -1% | 3% | 5 | 1 | 7% | 7 | -16% | 6%
Cc1cc(C(=O)COC(=O)c2ccc[nH]c2=O)c(C)n1C1CC1 | ? | 4.8µM* | 3.5µM* | -21% | ? | 0 | 1 | -19% | -10 | 0% | -13%
CCOc1ccc(CCNC(=O)CSc2nc3ncc(Cl)cc3[nH]2)cc1OCC | 0% | -1% | -1% | 3% | -1% | . | -9 | 28% | 18 | 1% | 12%
COc1ccc(CNC(=O)C(=O)NCC2OCCN2S(=O)(=O)c2cccs2)cc1 (centres undefined) | -7% | 4% | -7% | -5% | 1% | 0 | 15 | 23% | 9 | -1% | -1%
O=C(Cn1ncc2c3ccccc3n(Cc3ccccc3)c2c1=O)N1CCN(c2ncccn2)CC1 | 1% | 2% | -2% | -5% | -11% | 1 | 6 | 8% | -10 | -2% | -7%

Only Tb PFK inh, for some of the entries so far:
Molecule,Tb PFK inh
COCCNC(=O)c1ccc2c(=O)n(CCCN3CCCC3=O)c(=S)[nH]c2c1,-4%
CC(C)[C@@H](NC(=O)C1CCN(C(=O)[C@@H]2CCCN2C(=O)OC(C)(C)C)CC1)C(=O)NCc1ccc(F)cc1,-2%

Following part
SMILES | NPC1 promoter act | FLuc counter | Rab9 prom act | VP16 counter | ELG1 genotoxic | FBPA coupling cs | Giardia kill | RORgamma inh | KCNH2 3.1 inh | Tb PFK inh | uPA generation
CCC(C(=O)Nc1cccc(OC)c1)n1nc(C)c2c(C)n(-c3ccccc3)nc2c1=O (centres undefined) | -3% | 2% | -1% | -10% | 0% | . | -9 | 5% | -4 | 1% | -5%
Cc1cccc(C)c1OCc1nnc(SCC(=O)Nc2ccccc2F)o1 | -4% | -1% | -3% | -2% | 0% | 1 | ? | -13% | 20 | -11% | -7%
O=C(NCc1ccc(F)cc1)C1CCCN1S(=O)(=O)c1ccccc1C(F)(F)F (centres undefined) | 6% | -1% | -3% | . | -1% | . | -21 | . | -1 | 0% | 3%
CC(C)CC(=O)Nc1ccc(C(=O)COC(=O)C2CCC2)cc1 | -5% | 8.5µM* | -6% | -5% | 10% | . | -28 | -16% | 1 | 0% | 4%
Clc1ccc(CCNc2nc3ccccc3s2)cc1 | -1% | ? | 3% | 2% | 3% | 1 | 1 | 11µM* | -6 | -9% | 3%
CCOc1ccccc1OCCOCCOc1ccccc1[N+](=O)[O-] | 0% | -1% | 1% | -1% | -4% | 0 | -18 | ? | -3 | 2% | 1%
Cc1ccc(C(=O)Cn2c(NCCO)nc3ccccc32)cc1 | 2% | 1% | -4% | -7% | 2% | -2 | -5 | -5% | -22 | -2% | -8%
O=C(C(=O)N1CCN(c2cccc(Cl)c2)CC1)c1c[nH]c2ccccc12 | -2% | -19% | 5% | 6% | -1% | 2 | 4 | 31% | -1 | ? | -4%
CN1C(C(=O)Nc2ccc(F)cc2F)=CC(c2ccco2)=NS1(=O)=O | -2% | 0%&-21% | 7% | 3% | 5% | -2 | 6 | 1% | 0 | -1% | 4%
Nc1c(N(CCO)C(=O)COc2ccc(Cl)cc2)c(=O)[nH]c(=O)n1Cc1ccccc1 | -1% | 1% | 1% | -3% | -1% | 3 | 14 | -23%[10 µM] | 16 | 0% | 4%
Cc1ccc(S(=O)(=O)NCc2ccc3[nH]c(C)cc3c2)cc1 | -1% | -4% | -6% | 12% | -4% | -8 | 8 | 24% | -5 | -11% | 13%
COc1cc(NC(=O)COC(=O)/C=C/c2ccccc2Cl)cc(OC)c1 | -2% | ? | -1% | 3% | -1% | 0 | -4 | -4% | -21 | 4% | -1%
CC(=O)N1N=C(c2ccc(C)cc2)OC1c1ccc(C(C)C)cc1 (centres undefined) | 2.5µM* | 3µM* | 2.5µM* | -6% | ? | . | -1 | -8% | -3 | -1% | 1%
COc1ccc(-c2nc3ncnn3cc2C)cc1F | 0% | 0% | 10% | 0% | 4% | 2 | 10 | 3% | 9 | 4% | -5%
CCOC(=O)c1cnc(-n2nc(C)cc2C)nc1NCc1ccc2c(c1)OCO2 | 0% | -2% | 2% | 3.2µM* | -6% | -4 | 7 | 3.5µM* | 0 | -5% | -1%

4 of the entries above in order of their number in Rab9 prom act, rising:
smiles | Rab9 prom act
Cc1ccc(C(=O)Cn2c(NCCO)nc3ccccc32)cc1 | -4%
O=C(NCc1ccc(F)cc1)C1CCCN1S(=O)(=O)c1ccccc1C(F)(F)F (centres undefined) | -3%
COc1cc(NC(=O)COC(=O)/C=C/c2ccccc2Cl)cc(OC)c1 | -1%
CCOC(=O)c1cnc(-n2nc(C)cc2C)nc1NCc1ccc2c(c1)OCO2 | 2%

Further compounds:
SMILES | NPC1 promoter act | FLuc counter | Rab9 prom act | VP16 counter | ELG1 genotoxic | FBPA coupling cs | Giardia kill | RORgamma inh | KCNH2 3.1 inh | Tb PFK inh | uPA generation
CCOc1ccc(N(CC)C(=O)COc2cc(=O)n(C)c3ccccc23)cc1 | -1% | 5% | -2% | -9% | -3% | -1 | 12 | -2% | -10 | 0% | -8%
CC1CCN(S(=O)(=O)c2cccc(-c3nnc(-c4cccnc4)o3)c2)CC1 | 3% | 5% | 0% | 8% | 3% | 1 | 1 | -24% | -15 | -3% | -1%
CC1CN(CCOc2ccc(Cl)cc2Cl)CC(C)O1 (centres undefined) | 1% | 5% | -1% | 2% | -1% | 0 | 0 | -10% | 10 | -3% | 5%
Cc1cc(C(=O)N2CCC(C)CC2)on1 | -4% | -2% | -1% | -1% | 3% | 6 | -18 | 9% | -4 | 0% | 3%
CCOC(=O)c1cc(CC)sc1NC(=O)CCC(=O)O | 1% | -2% | -3% | 5% | -5% | -4 | -6 | 2% | 4 | 1% | 7%
CC(C)Cn1cc(C(=O)N2CCC(C)CC2)c2c3ccccc3n(C)c2c1=O | -6% | -9% | -2% | 2% | -1% | -5 | -18 | ? | -9 | 12% | 1%
COC(=O)Cn1c(=O)c(C(=O)CCl)c(N)n(Cc2ccccc2)c1=O | -45%[inhibitor] | 0% | -49%[inhibitor] | -2% | -5% | 3 | 22 | -34% | -7 | 2% | -16%
CCOC(=O)C1=C(CS(=O)(=O)c2ccc(Cl)cc2)NC(=O)NC1c1ccc(O)c(OC)c1 (centres undefined) | -3% | 2% | -2% | -3% | -2% | 1 | -9 | -8% | -6 | 3% | 14%
CC(C)CC(=O)NC(=S)Nc1ccc(N2CCOCC2)cc1 | 1% | -19% | -2% | ? | 7% | 1 | -17 | 28µM* | -2 | -1% | 7%
O=C(c1cccc2ccccc12)N1CCN(Cc2ccccc2F)CC1 | -1% | 5% | 3% | 16% | -7% | 0 | -4 | -9% | 3 | -1% | 2%
